Compound activity (PubChem BioAssay)
NSD2 inh: NSD2 (human) methyltransferase inhibition; O96028; NSD2 peptide methylation, AlphaScreen, 120 min; inhibition, % at 12.5 µM; actives 0.54% (n = 310,000); in the data active means inhibition above about 50%
DSG3 Ab inh: human desmoglein-3 autoantibody binding inhibition; P32926; DSG3-coupled beads, scFv-anti-DSG3-GFP binding, flow cytometry; hits give low values; binding (percent of control), % at 10 µM; actives 0.48% (n = 310,000); AID 588358;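 active means binding more than 3 SD below its plate's average and above zero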;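 further: hits lower antibody fragment binding to DSG3; some compounds called inactive have numbers as strong as hits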
MITF TRPM1 HTS: increases MITF-driven TRPM1 promoter luciferase signal; actives 0.75% (n = 300,000); activation, % at 12.5 µM; SK-MEL-5 TRPM1-promoter luciferase, 24 h; % of positive control, neutral wells = 0;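 active means mean activation of at least 80% with every replicate also reaching 80%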;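 further: 0% = neutral control wells and 100% = parthenolide positive control wells; values of inactives mirror those of a sister screen read the other way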
SR-BI uptake up: activators of SR-BI mediated HDL lipid uptake. CHO ldlA[mSR-BI] cells, DiI-HDL uptake fluorescence, 3 h; 100 = double the neutral-control signal. activation, % at 12.5 µM. actives 0.096% (n = 320,000). AID 504775;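 active means mean replicate activation of at least 60% and every replicate at or above 60%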;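 further: 0% = median plate neutral-control signal and 100% = twice that signal; values of inactives mirror those of a sister screen read the other way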
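material = CHO ldlA[mSR-BI] cells | medium = Ham's F12 with 0.5% BSA, HEPES 25 mM, pH 7.4 | reagent = fluorescent DiI-HDL, 10 µg/mL final | compound dosing = single-point compound dose | incubation = 3 h, 37 °C | measured by = bottom-read fluorescence, 550/595 nm | measure = HDL uptake via cellular fluorescence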
PKA-R2B activ: activates the human PKA-R2B holoenzyme complex; PKA-R2B holoenzyme dissociation, Cy5-IP20 fluorescence polarization; R2B truncated from residue 108, S112A mutant; 0% DMSO only, 100% 113 µM cGMP; P22694+P31323; activation, % at 11.4 µM; actives 0.079% (n = 340,000);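 active means activation above a cutoff set at the mean over all compounds plus 3 SD, cut at about 18% in these data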;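 further: higher means more holoenzyme dissociation and a rise in polarization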
SR-BI HDL uptake: mouse SR-BI HDL lipid transfer inhibition; ldlA[mSR-BI] CHO cells, DiI-HDL uptake fluorescence, 3 h; Q61009; actives 0.96% (n = 320,000); AID 488896; inhibition, % at 12.5 µM;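 active means mean replicate inhibition of at least 70% and a set share of replicates each scoring 70 or more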;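 further: 0% = median of neutral control wells and 100% = median of positive control wells; values of inactives mirror those of a sister screen read the other way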
PKA-R1A act: PKA-R1A complex activation. activation, % at 11.4 µM. P00514+P68181. AID 504707. actives 0.083% (n = 340,000). PKA-R1A dissociation, Cy5-IP20 fluorescence polarization; scaled: DMSO 0%, 113 µM cGMP 100%;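 active means percent activation above the mean of all tested compounds plus 3 SD, cut at about 19% in these data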;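 further: higher means more PKAc released from R1A so a rise in polarization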
CDK5 inh: blocks human CDK5/p35 kinase activity | inhibition, % at 10 µM | Recombinant CDK5/p35, ADP-Glo luminescence, 60 min | actives 0.01% (n = 330,000);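 active means highest replicate inhibition of at least 50% and at least 75% of replicates reaching 50%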;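 further: plate controls were DMSO neutral control for no effect and GW8510 at 10 µM for full effect; many of its hits are not listed in these tables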
Target sequence (Q00535 whole entry, looked up): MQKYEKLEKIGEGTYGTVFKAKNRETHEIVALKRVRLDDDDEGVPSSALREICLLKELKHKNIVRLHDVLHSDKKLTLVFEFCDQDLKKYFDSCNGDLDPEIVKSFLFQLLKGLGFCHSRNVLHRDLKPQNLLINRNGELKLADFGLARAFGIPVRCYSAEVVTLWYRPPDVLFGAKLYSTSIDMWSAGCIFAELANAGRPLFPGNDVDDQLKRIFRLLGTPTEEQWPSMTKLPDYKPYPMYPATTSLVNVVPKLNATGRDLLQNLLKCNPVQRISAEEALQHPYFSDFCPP
Target sequence (Q15078 whole entry, looked up): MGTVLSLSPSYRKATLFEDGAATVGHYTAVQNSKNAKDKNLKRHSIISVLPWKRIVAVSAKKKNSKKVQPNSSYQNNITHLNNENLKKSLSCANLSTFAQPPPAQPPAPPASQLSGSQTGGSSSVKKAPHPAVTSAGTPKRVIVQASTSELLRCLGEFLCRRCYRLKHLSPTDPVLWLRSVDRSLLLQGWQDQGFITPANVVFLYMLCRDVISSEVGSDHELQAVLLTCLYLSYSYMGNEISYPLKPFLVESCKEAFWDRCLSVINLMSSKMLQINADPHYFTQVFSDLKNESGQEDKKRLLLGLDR
dFosB activator: activators of mouse delta FosB homodimer. P13346. purified delta FosB, TAMRA-CDK5 oligo fluorescence polarization; percent of positive-control signal above neutral wells. activation, % at 25 µM. actives 0.99% (n = 340,000);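 active means mean activation above about 17%, with every replicate also reaching it, limit read from the data, passing the limit was not always enough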;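 further: fluorescence polarization rise as delta FosB binds a TAMRA Cdk5 AP-1 oligo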
Target sequence (P13346 whole entry, looked up): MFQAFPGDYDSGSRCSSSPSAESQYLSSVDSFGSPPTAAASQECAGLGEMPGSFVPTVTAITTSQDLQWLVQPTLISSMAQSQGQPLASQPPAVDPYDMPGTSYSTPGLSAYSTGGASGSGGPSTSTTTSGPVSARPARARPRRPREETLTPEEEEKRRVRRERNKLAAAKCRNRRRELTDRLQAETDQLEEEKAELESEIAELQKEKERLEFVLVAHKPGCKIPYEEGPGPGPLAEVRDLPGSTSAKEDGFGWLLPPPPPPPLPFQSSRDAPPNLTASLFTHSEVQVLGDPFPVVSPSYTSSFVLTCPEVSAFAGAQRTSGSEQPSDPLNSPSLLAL
Arrestin-AP2 inh: human beta-arrestin and AP2 interaction inhibition | FITC-arrestin peptide / GST-AP2 beads, flow cytometry; AP2 beta2 appendage carries R879A mutation | inhibition, % at 10 µM | actives 0.31% (n = 340,000);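 active means inhibition above a set limit, near 3 SD of compounds lacking own fluorescence, cut at about 54% in these data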;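 further: plate controls were DMSO wells for no effect and 5 µM unlabelled arrestin peptide for full effect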
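System: GST-AP2 R879A bound to glutathione beads, E. coli-expressed. Also added: 50 nM FITC-arrestin peptide. Schedule: compound with beads 12 min RT, then probe 1 h RT. Signal: bead flow cytometry, FITC channel. Read-out basis: percent response.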
Mot1-301 SUMO: blocks SUMOylation pathway, rescuing yeast Mot1-301 growth | S. cerevisiae Mot1-301 growth rescue, ATP luminescence, 38.5C; percent above DMSO median, 100 means doubled | growth rescue, % at 18.8 µM | actives 1% (n = 320,000) | AID 2716;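 active means every valid replicate shows activation above 250% relative to neutral control wells; inactive means the rest, any valid replicate at or below 250%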;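 further: OY570 slx delta 5 strain wells were the positive control but not used for scaling; some compounds called inactive have numbers as strong as hits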
An asterisk follows results filed as active. An unsorted share of the library; 4.7% or so of the library scored in one or more.

For COc1ccc(CC(NC(C)=O)C(=O)NC2CCN(S(=O)(=O)c3ccc(NC(C)=O)cc3)CC2)cc1OC (configuration not stated) the results were NSD2 inh 5, DSG3 Ab inh 111, MITF TRPM1 HTS 4, SR-BI uptake up 7, SR-BI HDL uptake -7, CDK5 inh 1.7, dFosB activator -6, Arrestin-AP2 inh 6 and Mot1-301 SUMO -16.
O=C(CSc1ncnc2ccccc12)c1ccc2c(c1)OCCO2 was read as NSD2 inh -2, DSG3 Ab inh 102, MITF TRPM1 HTS 77, SR-BI uptake up 17, PKA-R2B activ -4, SR-BI HDL uptake -17, PKA-R1A act -4, CDK5 inh -1.3, dFosB activator -9 and Mot1-301 SUMO 146.
O=C(NNC(=O)c1ccc2c(c1)OCO2)NC1CCCCC1 was read as NSD2 inh -6, DSG3 Ab inh 101, MITF TRPM1 HTS -8, SR-BI uptake up 26, PKA-R2B activ -11, SR-BI HDL uptake -26, PKA-R1A act 3, CDK5 inh -2.3, dFosB activator -3, Arrestin-AP2 inh -4 and Mot1-301 SUMO -1.
Screening COc1cc(-c2ccc3c(=O)c4ccccc4sc3c2)cc(OC)c1OC returned DSG3 Ab inh 99, MITF TRPM1 HTS 65, SR-BI uptake up -12, PKA-R2B activ -8, SR-BI HDL uptake 4, PKA-R1A act -8, CDK5 inh 4.2, dFosB activator -1, Arrestin-AP2 inh 8 and Mot1-301 SUMO 9.
Screening Oc1c(Br)cc(Br)cc1CNc1cccc2cccnc12 returned NSD2 inh 5, DSG3 Ab inh 101, MITF TRPM1 HTS -27, SR-BI uptake up 8, PKA-R2B activ -4, SR-BI HDL uptake -8, PKA-R1A act 5, CDK5 inh -0.3, dFosB activator -13, Arrestin-AP2 inh 1 and Mot1-301 SUMO 2.
CCCC1(C(=O)OCC)NC(c2ccc(N(C)C)cc2)C2C(=O)N(c3ccc4c(c3)OCCO4)C(=O)C21 (configuration not stated) was read as NSD2 inh 4, DSG3 Ab inh 117, SR-BI uptake up 20, PKA-R2B activ -2, SR-BI HDL uptake -20, PKA-R1A act -4, CDK5 inh -0.8, dFosB activator -9, Arrestin-AP2 inh 2 and Mot1-301 SUMO 0.
For CC(C)CN(C(=O)c1ccc(N2CCCC2=O)cc1)C1CCS(=O)(=O)C1 (configuration not stated) the results were NSD2 inh -1, DSG3 Ab inh 121, MITF TRPM1 HTS 7, SR-BI uptake up -7, PKA-R2B activ 1, SR-BI HDL uptake 7, PKA-R1A act -3, CDK5 inh 1.1, dFosB activator -10, Arrestin-AP2 inh -4 and Mot1-301 SUMO 2.
CCOC(=O)c1c(C)[nH]c(C)c1C(=O)CSc1ncccn1 was read as NSD2 inh 0, DSG3 Ab inh 99, MITF TRPM1 HTS 9, SR-BI uptake up -9, PKA-R2B activ 0, SR-BI HDL uptake 9, PKA-R1A act 3, CDK5 inh 0.3, dFosB activator -15, Arrestin-AP2 inh 13 and Mot1-301 SUMO -3.
Screening COC(=O)c1sc(=S)n(-c2ccc(Cl)cc2)c1C returned NSD2 inh 2, DSG3 Ab inh 103, MITF TRPM1 HTS -3, SR-BI uptake up -8, PKA-R2B activ -7, SR-BI HDL uptake 8, PKA-R1A act -4, CDK5 inh -0.2, dFosB activator 0, Arrestin-AP2 inh 28 and Mot1-301 SUMO 1.
Screening C=C1CCN([C@@H](C)C(=O)NCc2ccc(Cl)cc2)S(=O)(=O)c2ccccc21 returned DSG3 Ab inh 105, MITF TRPM1 HTS -11, SR-BI uptake up -1, PKA-R2B activ -6, SR-BI HDL uptake 1, PKA-R1A act -4, CDK5 inh 1.2, dFosB activator -3, Arrestin-AP2 inh 7 and Mot1-301 SUMO -9.
`CCC(C)NC(=O)CCCCCn1c(=O)[nH]c2cc(OC)c(OC)cc2c1=O` (configuration not stated) gave NSD2 inh -1, DSG3 Ab inh 93, SR-BI uptake up 4, PKA-R2B activ -1, SR-BI HDL uptake -4, PKA-R1A act 4, CDK5 inh -1.1, dFosB activator -2, Arrestin-AP2 inh 1 and Mot1-301 SUMO 16.
O=[N+]([O-])c1cc(S(=O)(=O)Nc2ccccc2)ccc1NCc1cccnc1 was read as NSD2 inh 4, DSG3 Ab inh 102, MITF TRPM1 HTS -4, SR-BI uptake up -10, PKA-R2B activ -1, SR-BI HDL uptake 10, PKA-R1A act -12, CDK5 inh 3.0, dFosB activator -4, Arrestin-AP2 inh 5 and Mot1-301 SUMO -8.
`CN(CC(=O)Nc1ccc(F)cc1)C(=O)COC(=O)CNC(=O)c1ccc(Cl)cc1Cl` gave NSD2 inh 0, DSG3 Ab inh 100, MITF TRPM1 HTS 10, SR-BI uptake up 20, PKA-R2B activ -5, SR-BI HDL uptake -20, PKA-R1A act 0, CDK5 inh 1.4, dFosB activator 0, Arrestin-AP2 inh 13 and Mot1-301 SUMO 0.
`O=S(=O)(Nc1cc(C(F)(F)F)ccc1N1CCOCC1)c1ccccc1` gave NSD2 inh -2, SR-BI uptake up 43, PKA-R2B activ -8, SR-BI HDL uptake -43, PKA-R1A act -12, CDK5 inh 0.4, dFosB activator -2, Arrestin-AP2 inh 24 and Mot1-301 SUMO -2.
Screening Cc1[nH]c2ccccc2c1C(Nc1nccs1)c1ccncc1 (configuration not stated) returned NSD2 inh -1, DSG3 Ab inh 103, MITF TRPM1 HTS -10, SR-BI uptake up 40, PKA-R2B activ -11, SR-BI HDL uptake -40, PKA-R1A act -11, CDK5 inh -1.9, dFosB activator 3, Arrestin-AP2 inh -10 and Mot1-301 SUMO -9.
CN(C(=O)c1ccc([N+](=O)[O-])cc1)c1ccccc1C(=O)NCc1ccccc1 was read as NSD2 inh -1, DSG3 Ab inh 121, MITF TRPM1 HTS 9, SR-BI uptake up 29, PKA-R2B activ 0, SR-BI HDL uptake -29, PKA-R1A act -13, CDK5 inh -0.3, dFosB activator -12, Arrestin-AP2 inh 23 and Mot1-301 SUMO -7.
`CC(=O)Nc1ccc(N2CCCC2)cc1` gave NSD2 inh 6, DSG3 Ab inh 97, MITF TRPM1 HTS 9, SR-BI uptake up -19, PKA-R2B activ 4, SR-BI HDL uptake 19, PKA-R1A act 6, CDK5 inh 0.4, dFosB activator -11 and Arrestin-AP2 inh 27.
For C/C(Cn1cnc([N+](=O)[O-])n1)=N\NC(=O)c1ccncc1 the results were NSD2 inh 1, DSG3 Ab inh 98, MITF TRPM1 HTS -7, SR-BI uptake up 12, PKA-R2B activ -10, SR-BI HDL uptake -12, PKA-R1A act -1, dFosB activator 0, Arrestin-AP2 inh -3 and Mot1-301 SUMO -12.
COc1cc(OC)c(NC(=O)/C=C/C(=O)O)cc1Cl was read as NSD2 inh -1, DSG3 Ab inh 100, SR-BI uptake up 15, SR-BI HDL uptake -15, CDK5 inh -1.2, dFosB activator -3, Arrestin-AP2 inh -5 and Mot1-301 SUMO 6.
Cc1c(NC(=O)CN2c3ccccc3CC2C)c(=O)n(-c2ccccc2)n1C (configuration not stated) was read as NSD2 inh 1, DSG3 Ab inh 103*, MITF TRPM1 HTS 8, SR-BI uptake up -13, PKA-R2B activ -1, SR-BI HDL uptake 13, PKA-R1A act -1, CDK5 inh -1.0, dFosB activator -9, Arrestin-AP2 inh -3 and Mot1-301 SUMO -3.

Of the compounds above, two contain fluorine.
`CN(CC(=O)Nc1ccc(F)cc1)C(=O)COC(=O)CNC(=O)c1ccc(Cl)cc1Cl` gave NSD2 inh 0, DSG3 Ab inh 100, MITF TRPM1 HTS 10, SR-BI uptake up 20, PKA-R2B activ -5, SR-BI HDL uptake -20, PKA-R1A act 0, CDK5 inh 1.4, dFosB activator 0, Arrestin-AP2 inh 13 and Mot1-301 SUMO 0.
`O=S(=O)(Nc1cc(C(F)(F)F)ccc1N1CCOCC1)c1ccccc1` gave NSD2 inh -2, SR-BI uptake up 43, PKA-R2B activ -8, SR-BI HDL uptake -43, PKA-R1A act -12, CDK5 inh 0.4, dFosB activator -2, Arrestin-AP2 inh 24 and Mot1-301 SUMO -2.

(next part)
For O=C1CCC(=O)N1CCSC(=S)N1CCSCC1 the results were NSD2 inh -2, DSG3 Ab inh 106, SR-BI uptake up 28, PKA-R2B activ -12, SR-BI HDL uptake -28, PKA-R1A act -3, CDK5 inh 0.4, dFosB activator -2, Arrestin-AP2 inh 3 and Mot1-301 SUMO 14.
`N/C(=N\OCc1ccc([N+](=O)[O-])cc1)c1ccncc1` gave NSD2 inh -1, DSG3 Ab inh 99, MITF TRPM1 HTS 38, SR-BI uptake up 2, PKA-R2B activ -9, SR-BI HDL uptake -2, PKA-R1A act -4, CDK5 inh 1.4, dFosB activator -1, Arrestin-AP2 inh -5 and Mot1-301 SUMO 7.
Cc1ccc(/C=N/NC(=O)CSc2ccccn2)o1 was read as NSD2 inh 0, DSG3 Ab inh 107, MITF TRPM1 HTS -9, SR-BI uptake up 28, PKA-R2B activ 0, SR-BI HDL uptake -28, PKA-R1A act -3, CDK5 inh -1.1, dFosB activator -7, Arrestin-AP2 inh 16 and Mot1-301 SUMO 11.
`Cc1ccc(NC(=O)c2ccc(NC(=O)c3ccccc3)cc2)cc1C` gave NSD2 inh 1, MITF TRPM1 HTS -21, SR-BI uptake up -60, PKA-R2B activ 2, SR-BI HDL uptake 60, PKA-R1A act -7, CDK5 inh 1.3, dFosB activator 4, Arrestin-AP2 inh -17 and Mot1-301 SUMO -13.
Screening COc1ccc(C(=O)NCCn2ccc3ccccc32)cc1 returned DSG3 Ab inh 112, MITF TRPM1 HTS 98*, SR-BI uptake up 16, PKA-R2B activ -6, SR-BI HDL uptake -16, PKA-R1A act -5, CDK5 inh -0.2, dFosB activator 0, Arrestin-AP2 inh -3 and Mot1-301 SUMO 8.
